Screening results (PubChem)
Peg3 promoter: Peg3 promoter-driven luciferase inhibitors, primary screen, cell-based, HeLa, luciferase luminescence; 360,000 tested, 1.7% active; HeLa PEG-Prom luciferase reporter, overnight; inhibition, % at 20 µM;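 active = inhibition of at least 50% at 20 µM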
Shn3 inh set2: reduction of Shn3 3'UTR firefly luciferase signal, primary screen, Schnurri-3 inhibitor project, cell-based, Clone20 osteoblasts, set 2; Clone20 osteoblast Shn3 3'UTR firefly luciferase, 24 h; inhibition, % at 12.5 µM; 360,000 tested, 0.52% active;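 active = mean inhibition of at least 75% with every replicate also reaching 75%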;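 note: 0% = median of neutral control wells and 100% = pilot-screen positive control compound; some compounds past the cut are filed as inactive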
CF NFkB block: inhibitors of PAF-induced NF-kB signaling, primary screen, cell-based, GFP fluorescence, uHTS; inhibition, % at 5 µM; KKLEB NF-kB-GFP reporter, GFP fluorescence overnight; 360,000 tested, 0.86% active;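 active = at least 50% inhibition at 5 µM, scaled per plate between neutral and stimulator controls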;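 note: PAF is a Pseudomonas aeruginosa culture filtrate used as stimulus; plate controls were PAF-stimulated DMSO wells for no effect and unstimulated DMSO wells for full effect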
KKLEB cytotox: cytotoxicity in KKLEB CF airway cells, primary screen, cytotoxicity control for CF NF-kB inhibitor project, cell-based, uHTS, fluorescence assay plates | KKLEB CF airway cells viability, ATPlite luminescence, overnight; hits give low values; cells stimulated with P. aeruginosa culture filtrate | activity change (cytotoxicity), % at 5 µM | 360,000 tested, 0.36% active;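 active = corrected activity change at or below -50% at 5 µM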
TWEAK-Fn14 inh: inhibitors of TWEAK-Fn14 signaling, primary screen, luciferase reporter cells, uHTS; 360,000 tested, 2% active; TWEAK-stimulated Fn14 reporter cells, luciferase luminescence, 8 h; inhibition, % at 10 µM; in the data active = inhibition above about 50%
NR2E3 ag-1: NR2E3 agonists in two-hybrid cells, primary screen, cell-based, luminescence, CHO-S, Gal4-NCOR/VP16-NR2E3. AID 602229, 2012. luciferase. inhibition of corepressor binding, % at 3.98 µM. Photoreceptor-specific nuclear receptor (Homo sapiens), Q9Y5X4. 360,000 tested, 0.35% active;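 active = inhibition above the mean of all tested compounds plus 3 SD, cut at about 70% in these data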;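 note: 0% = DMSO with NR2E3 transfected cells and 100% = cells lacking NR2E3 construct; higher means lower luciferase signal from less NR2E3 corepressor binding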
Target sequence (Q9Y5X4 whole entry, looked up, the tested form may be a part): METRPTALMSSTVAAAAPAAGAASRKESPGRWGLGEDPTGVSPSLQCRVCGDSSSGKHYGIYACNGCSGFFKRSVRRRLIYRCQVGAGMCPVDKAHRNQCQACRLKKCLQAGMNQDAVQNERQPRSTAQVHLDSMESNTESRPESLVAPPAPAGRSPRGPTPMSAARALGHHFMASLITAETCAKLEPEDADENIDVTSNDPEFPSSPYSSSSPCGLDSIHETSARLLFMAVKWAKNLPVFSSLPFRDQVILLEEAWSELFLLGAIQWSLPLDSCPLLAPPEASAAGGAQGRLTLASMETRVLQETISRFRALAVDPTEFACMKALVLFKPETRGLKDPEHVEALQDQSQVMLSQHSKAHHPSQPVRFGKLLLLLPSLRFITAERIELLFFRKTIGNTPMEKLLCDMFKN
aDG glyco act: activators of alpha-DG glycosylation, primary screen, uHTS, Pro5-aDG cells, AlphaScreen | alpha-DG glycosylation AlphaScreen (IIH6); 0% Pro5, 100% B10-LARGE cell signal | 360,000 tested, 0.22% active | activation, % at 10 µM | AID 624168, 2012;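 active = activation of at least 8% versus controls, or a plate z-score of at least 8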;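 note: Pro5 are CHO cells carrying HIG-tagged alpha-DG that lacks glycosylation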
HIF-2a block: HIF-2a reporter inhibitors, primary screen, luminescence, 786-0 RCC cells; AID 624352, 2012; inhibition, % at 18.8 µM; 786-0 RCC cells HIF-2a reporter, luciferase luminescence, overnight; 360,000 tested, 0.72% active;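 active = inhibition of the luminescence signal of 40% or more relative to plate controls, in a single-dose primary screen at 18.75 µM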
MITF TRPM1 inh: inhibitors of MITF-dependent TRPM1 promoter reporter, primary screen, cell-based, SK-MEL-5, single point, luciferase; SK-MEL-5 TRPM1 promoter luciferase, 24 h; inhibition, % at 12.5 µM; 330,000 tested, 0.83% active;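 active = mean inhibition across replicates of 60% or more, whatever share of single replicates reaches that level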; note: values of inactives mirror those of a sister screen read the other way
NR2E3 ag-2: inhibitors of NR2E3-RetCOR corepressor binding, primary screen, NR2E3 agonist project, biochemical, TR-FRET, GST-NR2E3, biotin-RetCOR; Photoreceptor-specific nuclear receptor (Homo sapiens), Q9Y5X4; 1536-well; inhibition of corepressor binding, % at 4.78 µM; 320,000 tested, 0.12% active; AID 2300, 2010;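 active = percent inhibition above the cutoff of mean plus 3 SD of all tested compounds, set per screening campaign, cut at about 20% in these data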;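 note: 0% = DMSO wells and 100% = biotin wells as full block of FRET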
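Test system: GST-NR2E3 and biotin-RetCOR proteins | Quantity: 1.35 nM GST-tagged NR2E3 final | Medium: Tris pH 7.5 | Also added: 7 nM biotin-RetCOR | Dosing: Compound at 4.8 µM, single dose | Timing: 5 h at 4 °C | Detection: Time-resolved FRET | Read-out basis: Percent inhibition | Benchmarks: Biotin wells as high control, 0.6% DMSO wells as low control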
iPSC survival up: enhancers of single-cell hiPSC survival, primary screen, ATPlite luminescence | AID 602274, 2012 | 360,000 tested, 0.044% active | 100% = ROCK inhibitor wells, 0% = DMSO | survival enhancement, % at 20 µM; in the data active = survival enhancement above about 18%;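 note: cells exposed to compounds for 16 hours before the ATP read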
An asterisk follows results filed as active; nt = no result given.

SMILES	Peg3 promoter	Shn3 inh set2	CF NFkB block	KKLEB cytotox	TWEAK-Fn14 inh	NR2E3 ag-1	aDG glyco act	HIF-2a block	MITF TRPM1 inh	NR2E3 ag-2	iPSC survival up
COc1ccc(O)c(/C=N/Nc2nc(C)cc(-c3ccccc3)n2)c1	-4	18	-42	4	-17	-17	0.0	-114	-17	-2	0.9
COc1cc(C(=O)NCCC(=O)NCc2cccs2)cc(OC)c1OC	3	-12	-20	1	1	-10	0.0	8	nt	nt	0.0
CCOP(=O)(OCC)C1NC(=O)N(c2ccccc2)C1=O (stereo not drawn)	10	5	16	-9	0	8	0.4	6	1	2	0.8
COc1cc(/C=N/NC(=O)CSCc2ccc([N+](=O)[O-])cc2)cc(OC)c1OC	-3	12	4	-10	-14	-11	-0.1	18	-7	2	-0.8
CCNC(=S)Nn1cnc2ccccc21	6	-8	-1	0	17	-15	-0.1	12	27	0	0.4
CC(C)NC(=O)c1nc2ccccc2s1	-68	-29	-4	-3	5	-45	0.0	-237	-16	4	0.7
O=C(NCc1cnn(-c2ccccc2)c1)C1CCC(=O)N(C2CC2)C1 (stereo not drawn)	17	11	-13	4	-4	-13	0.1	6	12	2	0.1
CCOC(=O)C1=C(CC)OC(N)=C(C#N)C1c1ccsc1 (stereo not drawn)	7	-8	3	1	10	5	-0.4	11	-10	3	1.5
CC(=O)c1ccc(NC(=O)CSC2=NS(=O)(=O)c3cc(Cl)ccc3N2)cc1	16	-6	8	-2	-9	-1	-0.4	16	8	-5	0.5
O=C(Cn1ncc2c3ccccc3n(Cc3ccccc3)c2c1=O)NC1CCCC1	-5	-2	-14	11	-13	-42	-0.1	6	4	-2	-0.6
Cc1ccc(NC2=C(Cl)C(=O)OC2OC(=O)c2ccc(C)cc2)cc1 (stereo not drawn)	-8	-15	9	-16	10	-32	0.2	4	9	6	0.6
Cc1c(OCC(=O)NCCCN2CCCC2=O)ccc2c3c(c(=O)oc12)CCCC3	-14	9	12	-1	-18	28	0.5	-28	-10	-1	-0.3
O=C(NCC(=O)N1CCCC1)c1ccc(Br)cc1	-38	-11	12	-2	-8	-9	-0.2	-32	-20	3	-0.3
COC(=O)C1=C(C(=O)OC)[C@@H]2N(C)c3ccccc3[C@@]23C[C@@H](C(=O)OC)N(C(=O)c2ccc(Br)cc2)C3=N1	82*	56	44	-6	48	-16	-0.3	1	11	9	-1.4
Cc1c(CC(=O)NC(C)C)c(=O)oc2cc3c(cc12)CCC(C)(C)O3	-156	-45	-13	10	6	-47	-0.1	-212	-70	0	-0.6
CCOC(=O)c1[nH]c(C)c(/C(O)=C2\C(=O)C(=O)N(CCCn3ccnc3)C2c2ccncc2)c1C (stereo not drawn)	10	-3	7	-2	3	-24	0.1	5	4	-2	-1.9
CC(=O)c1cc(CC(=O)N2CCc3c([nH]c4ccccc34)C2c2ccccn2)cs1 (stereo not drawn)	-3	-9	-3	0	8	5	0.5	-3	22	2	-0.1
COC(=O)c1cccc(N2C(=O)C3CC=CCC3C2=O)c1 (stereo not drawn)	7	5	12	-6	12	2	-0.1	-3	-2	-2	0.3
CCOc1ccccc1C=NNC(=O)C1CC1	3	-14	-6	2	-4	-14	-0.3	5	-3	nt	-1.9
COc1ccc(C2=C(Nc3ccc(C)cc3)c3ccccc3C2=O)cc1	17	11	-18	5	-16	-30	-0.2	9	-15	-6	-1.7
CCCCc1ccccc1NC(=S)NC1CCCC1	28	25	13	21	-14	-20	0.5	12	12	nt	0.9
CCOC(=O)N1CCC(N2CCCC(C(=O)c3ccccc3OC)C2)CC1 (stereo not drawn)	16	18	2	6	7	-10	-0.2	9	-3	-1	9.0
CCCCOc1ccc(S(=O)(=O)N2CCCCCC2)cc1	12	25	2	14	-24	-15	-0.1	-21	-12	4	0.3
O=C(Cc1ccccc1)NNC1=NS(=O)(=O)c2ccccc21	1	0	17	-3	53*	-4	0.2	12	-2	2	-0.7
COc1cccc(C(=O)NC2CCN(CC(=O)Nc3cccc(C)c3C)CC2)c1	8	16	-19	8	-4	0	0.2	13	6	-1	-1.1
Continuation.
SMILES	Peg3 promoter	Shn3 inh set2	CF NFkB block	KKLEB cytotox	TWEAK-Fn14 inh	NR2E3 ag-1	aDG glyco act	HIF-2a block	MITF TRPM1 inh	NR2E3 ag-2	iPSC survival up
COc1cccc2cc(C(=O)NCc3ccccc3)c(=N)oc12	-86	-39	10	-12	19	11	-0.1	-16	3	0	-0.3
COCCN(CCOC)Cc1c(O)ccc2c3c(c(=O)oc12)CCC3	-9	-3	6	-4	-9	0	-0.2	25	-5	-1	-1.3
COc1cccc(NC(=O)c2cc(Cl)nnc2Cl)c1	24	-7	-26	-14	41	17	0.3	-4	2	-3	-0.1
CN(Cc1ccon1)C(=O)C1CCC(=O)N(Cc2ccc(Cl)cc2)C1 (stereo not drawn)	11	-3	20	-4	3	-42	-0.1	3	6	-4	-0.5
CN(C)c1ccc(NC(=O)CSc2nnc(C3CCCCC3)n2N)cc1	-45	-34	-24	4	1	-26	-0.1	-34	-10	-1	-0.6
CCN(CC)CCN(C(=O)c1cccc([N+](=O)[O-])c1)c1nc2ccc(OC)cc2s1	-3	-8	-9	16	6	24	0.1	-21	12	-5	0.4
Cc1c(NC(=O)COc2ccccc2Cl)c(=O)n(-c2ccccc2)n1C	3	74	1	0	6	-41	-0.1	2	9	5	3.7
COC(=O)c1ccc(C(=O)OC)c(NC(=S)N2CC(C)CC(C)C2)c1 (stereo not drawn)	18	-4	-16	3	1	-2	-0.1	7	-5	0	4.1
CCc1nnc(NC(=O)CN2CCN(c3ccccc3F)CC2)s1	13	9	4	-2	12	-1	0.7	14	12	2	-0.4
Cc1cccc(NC(=O)N2CCC(NC(=O)c3ccco3)CC2)c1	-8	3	-2	6	-18	-7	-0.2	8	6	5	-2.0
Nc1ccc(N2CCN(C(=O)c3cccs3)CC2)cc1	-10	9	8	0	19	-4	-0.3	-3	22	4	-3.4
NNC(=O)c1ccc(COc2ccc([N+](=O)[O-])cc2)o1	3	-21	2	-9	-2	14	-0.1	22	-4	2	1.5
CCCCOc1ccc(CSC(CC(=O)O)C(=O)O)cc1 (stereo not drawn)	-1	5	6	8	70*	6	0.3	21	2	0	4.2
Cc1nnc(NC(=O)c2ccccc2Br)s1	-28	-11	-1	-4	3	-55	0.0	-47	-16	-1	-0.3
CCCCc1cc(=O)oc2cc(OCC(=O)Nc3ccccn3)ccc12	-193	-68	-13	0	2	-78	-0.3	-154	-70	-4	-0.4
Cc1nc2ccccn2c1/C(O)=C1\C(=O)C(=O)N(CCCn2ccnc2)C1c1ccncc1 (stereo not drawn)	1	11	0	0	8	10	0.0	3	5	3	2.9
COC(=O)c1ccccc1NC(=O)Nc1ncccc1C	-9	-19	1	12	1	5	-0.2	9	-6	2	1.2
Nc1[nH]c(C(=O)c2ccccc2)c(-c2ccc(Cl)cc2Cl)c1C(=O)c1ccc(Br)cc1	nt	nt	nt	nt	11	-26	0.0	-6	nt	nt	0.4
Cc1c(NC(=O)C(C)OC(=O)c2cccnc2)c(=O)n(-c2ccccc2)n1C (stereo not drawn)	8	-22	15	6	29	12	0.0	5	8	-1	2.8
Cc1ccc(OCCN2C(=O)NC3(CCc4ccccc4C3)C2=O)cc1 (stereo not drawn)	12	-10	-33	4	-9	-12	0.1	13	3	-2	2.6
CC1(C)CC(=O)C=C(C#CC2(O)CCCCC2)C1	18	47	20	-17	64*	-32	0.8	34	nt	nt	-5.2
CC1CCC(NS(=O)(=O)c2ccc(Cl)s2)CC1 (stereo not drawn)	6	13	-7	11	-3	1	0.2	4	1	nt	-0.5
COC(=O)c1cnc(Oc2ccc(NC(=O)NC(=O)c3c(F)cccc3F)cc2)cc1C(F)(F)F	-6	-3	10	2	7	-14	-0.1	6	15	-1	-0.5
COC(=O)c1cc(NC(=O)c2cc(-c3ccc(OC)cc3)oc2C(F)(F)F)ccc1N1CCOCC1	18	-2	-35	-18	-10	-26	0.1	21	-5	-5	-0.7
CCOC(=O)N1CCN(C(=O)C[C@@H]2C[C@@]3(C(=O)OCC)CCC=C3N(Cc3ccc(Cl)cc3Cl)C2=O)CC1	nt	nt	nt	nt	7	2	0.0	-3	nt	nt	0.0
(listing goes on)
SMILES	Peg3 promoter	Shn3 inh set2	CF NFkB block	KKLEB cytotox	TWEAK-Fn14 inh	NR2E3 ag-1	aDG glyco act	HIF-2a block	MITF TRPM1 inh	NR2E3 ag-2	iPSC survival up
COc1ccc(Cl)c(-c2cc(C(=O)NCc3ccc(C(F)(F)F)cc3)[nH]n2)c1	10	11	-24	8	17	5	0.5	-43	nt	nt	5.3
C#CCNc1cc(-c2ccccc2)nc2ncnn12	6	-1	-10	-3	-1	-3	0.4	8	-3	2	-0.7
O=C(NCCC(=O)N(Cc1ccco1)Cc1cccs1)c1ccccc1Cl	17	5	-1	5	25	-26	0.4	11	nt	6	-0.5
CN(C)C(=O)c1c(NC(=O)c2ccccc2)sc2c1CCC2	6	-32	3	-6	8	-28	-0.1	-12	nt	0	-0.6
COc1ccccc1/C=C/C(=O)NCC(=O)N1CCC(N(C)C2CCCC2)CC1	2	-2	-4	7	2	-3	-0.1	21	-4	6	-1.3
O=C1CCSc2ccc(Cl)cc2N1Cc1ccccc1	25	-7	18	-4	13	-21	-0.1	23	7	1	-1.5
COc1ccccc1/C=C1\C(=O)Nc2ccccc21	8	7	17	-10	18	-42	0.1	-4	15	nt	0.2
O=C(CSc1nncc(=O)[nH]1)NC1CCCCC1	-11	-6	8	-3	4	-15	-0.1	7	-2	0	-0.3
COc1cc(C=O)c(Br)cc1OC1CCCC1	17	12	6	-4	11	-46	0.1	12	7	7	4.6
O=c1cc(C(F)(F)F)[nH]c2c(OC(F)(F)F)cccc12	11	20	3	-10	-10	24	0.1	11	-5	1	-0.1
CCCCC(=O)Nc1cccc(-c2ccc3nncn3n2)c1	-12	10	-4	1	-25	-4	-0.1	4	-4	1	-0.2
CCOP(=O)(OCC)C(Nc1cccc(C(F)(F)F)c1)c1ccc(C)cc1 (stereo not drawn)	21	14	-6	0	15	-13	0.4	12	-4	1	6.1
